# From PubChem BioAssay
# Casp1 inh – blocks human caspase-1 allosterically or competitively; Caspase-1 enzyme, Ac-WEHD-AFC fluorogenic rate; P29466; Potency, µM (titrated, usually from 57.5 µM), without a hit: top-dose activity change, negative = inhibition, actives largely listed as inhibitors; 75,000 tested, 0.03% active;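 also: potency is read from the fitted curve at half-maximal effect; plate controls were vehicle for no effect and no substrate for full effect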
# HADH2 inh – blocks human hydroxyacyl-CoA dehydrogenase type II. Q99714. recombinant HADH2, NADH fluorescence, beta-hydroxybutyryl-CoA. Potency, µM (series often up to 57.1 µM), for the others: at the top dose activity change, negative = inhibition, actives largely listed as inhibitors. 73,000 tested, 3.4% active. AID 886; also: potency is read from the fitted curve at half-maximal effect; % is scaled to controls: 0 for no effect and ±100 for the full control effect; nearly all actives have a fitted effect of over 60% in size; many of its hits are not listed in these tables
#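 NADH fluorescence (ex 360/em 450 nm) read every 30 s for 4 min; activity taken as last-minus-first time point difference. Enzyme 20 nM, NAD+ 1 mM, beta-hydroxybutyryl-CoA 90 uM, pH 9.0 Tris buffer.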
# 15-hLO inh – 15-hLO (ALOX15) enzyme inhibition. purified 15hLO-1, xylenol orange hydroperoxide absorbance. Potency, µM (doses to about 57.1 µM), for inactives: top-dose activity change, negative = inhibition, usual class: inhibitors. P16050. 74,000 tested, 1.4% active. AID 887; also: potency is read from the fitted curve at half-maximal effect; % is scaled to controls: 0 for no effect and ±100 for the full control effect; nearly all actives have a fitted effect of over 55% in size
# Target sequence (P16050 whole entry, looked up): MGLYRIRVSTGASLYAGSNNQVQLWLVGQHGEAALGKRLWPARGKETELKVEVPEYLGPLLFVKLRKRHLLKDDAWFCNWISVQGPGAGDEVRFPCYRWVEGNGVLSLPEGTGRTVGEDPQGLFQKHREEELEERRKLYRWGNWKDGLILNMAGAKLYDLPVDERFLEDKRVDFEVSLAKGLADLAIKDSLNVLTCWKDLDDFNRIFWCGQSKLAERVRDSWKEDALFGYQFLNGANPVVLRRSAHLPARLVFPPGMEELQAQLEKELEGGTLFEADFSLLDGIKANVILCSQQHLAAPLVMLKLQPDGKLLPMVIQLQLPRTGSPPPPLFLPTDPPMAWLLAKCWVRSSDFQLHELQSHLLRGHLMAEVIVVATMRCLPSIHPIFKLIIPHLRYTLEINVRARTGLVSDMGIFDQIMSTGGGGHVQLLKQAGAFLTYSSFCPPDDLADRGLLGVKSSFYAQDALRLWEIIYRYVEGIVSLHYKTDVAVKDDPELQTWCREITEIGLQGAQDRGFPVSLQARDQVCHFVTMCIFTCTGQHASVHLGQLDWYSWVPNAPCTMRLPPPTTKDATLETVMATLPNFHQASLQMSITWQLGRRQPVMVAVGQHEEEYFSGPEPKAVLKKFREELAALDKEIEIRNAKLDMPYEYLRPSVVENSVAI
#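 Purified human 15hLO-1 (40 nM) in 25 mM Hepes pH 7.5, 0.01% Triton X-100, preincubated 15 min RT with compound, then 50 uM arachidonic acid for 6 min. Hydroperoxide read by ferrous/xylenol orange, 30 min; 573/405 nm absorbance ratio gave progress.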
# Tau fil binding – tau filament binding; 71,000 tested, 2% active; recombinant tau filaments, thioflavin S fluorescence, 15 h; filaments grown with octadecylsulfate alongside compound; Potency, µM (highest dose often 57.1 µM), without a hit: top-dose activity change, negative = inhibition; AID 596;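 also: potency is read from the fitted curve at half-maximal effect; % is scaled to controls: 0 for no effect and ±100 for the full control effect; actives lower thioflavin S fluorescence by blocking filaments or displacing dye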
#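 ThS-based fibril read: tau 1 uM final, inducer ODS 30 uM final, 37 C for 15 h, ex 450/em 510 nm.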
# USP2a inhib – inhibitors of human ubiquitin-specific protease USP2a; O75604; USP2a enzymatic assay, qHTS inhibition; Potency, µM (top dose mostly 38.3 µM), for the others: at the top dose activity change, negative = inhibition, most hits filed as inhibitors; 60,000 tested, 0.1% active;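 also: potency is read from the fitted curve at half-maximal effect; nearly all actives have a fitted effect of over 60% in size; plate controls were DMSO for no effect and NEM full inhibition control for full effect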
#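 20 nM USP2 core + cpd, 30 min RT; add 20 nM Ub-PLA2/20 uM NBD C6-HPC; read Ex460/Em535 at 0 h and 2.5 h. Normalized to NEM; qHTS curve fit/classification.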
# HEK293 cAMP cs – parental HEK293 cAMP activation (counter-screen); Potency, µM (top dose mostly 57.1 µM), for the others: at the highest dose activation, most hits filed as activators; 73,000 tested, 2.5% active; AID 938; parental HEK293 CNG cAMP sensor, membrane potential fluorescence; also: potency is read from the fitted curve at half-maximal effect; % of control where 0% means no effect; nearly all actives have a fitted effect of over 55% in size
#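 Counterscreen for endogenous-receptor signalling: CNG-channel HEK 293 cells report cAMP rise by membrane depolarization. After 60 min dye equilibration with 100 uM RO 20-1724, compounds incubated 30 min before bottom-read fluorescence at 590 nm.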
# BRCT inh red – disrupts BRCA1 BRCT binding to phosphoprotein, red fluorophore readout | BRCT-phosphopeptide binding, red fluorescence polarization | Potency, µM (series often up to 76.9 µM), for the others: at the highest dose activity change, negative = inhibition, usual class: inhibitors | P38398 | 75,000 tested, 0.03% active | AID 892; also: % is scaled to controls: 0 for no effect and ±100 for the full control effect
#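 Fluorescence polarization: 100 nM His-tagged BRCA1 BRCT with 100 nM TAMRA-labelled phospho-BACH1 decapeptide, phosphate buffer pH 7.3 with 150 mM NaCl, DTT, 0.01% Tween 20; 12 min RT. Binding inhibition seen as FP decrease.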
# Rhodamine autofl – compound fluoresces in the rhodamine spectral region; Rhodamine-region fluorescence, 547/598 nm, Tris buffer; active compounds read high; max dye-equivalent concentration, M; 59,000 tested, 0.05% active; in the data active = max dye-equivalent concentration above about 11 nM; inconclusive = between about 1.1 nM and that limit
#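 Compound fluorescence in 100 mM Tris, pH 8.0, read after 15 min at room temperature with 547 nm excitation and 598 nm emission. Output is dye-equivalent concentration from an on-plate rhodamine standard series.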
# BRCT PPI green – blocks human BRCA1 BRCT binding to phosphopeptide, green readout; P38398; BRCA1 BRCT-phosphopeptide binding, green fluorescence polarization; Potency, µM (top dose mostly 76.9 µM), inactives show at the top dose activity change, negative = inhibition, usual class: inhibitors; 75,000 tested, 0.05% active;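 also: potency is read from the fitted curve at half-maximal effect; plate controls were peptide without protein for full effect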
#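 Compounds were incubated for 12 min at room temperature with a complex of 100 nM fluorescein-tagged pBACH1 decapeptide and 250 nM His-tagged BRCT protein. Buffer was phosphate pH 7.3 with EDTA, DTT and Tween 20. Disruption of binding lowers the polarization signal.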
# Caspase-7 inhib – caspase-7 (human) inhibition, allosteric or competitive. P55210. recombinant caspase-7, Ac-DEVD-AFC fluorescence rate. Potency, µM (top dose mostly 57.5 µM), for the others: at the top dose activity change, negative = inhibition, hits mostly inhibitors. 75,000 tested, 0.02% active; active = well fitted inhibition curve with a large enough effect in the main read-out, with a control signal flat, not every such curve was filed as active; inconclusive = small, poorly fitted or top-dose-only effect, or a change in a side signal; also: potency is read from the fitted curve at half-maximal effect; % of control where 0% means no effect
# Target sequence (P55210 24-198 limits assumed): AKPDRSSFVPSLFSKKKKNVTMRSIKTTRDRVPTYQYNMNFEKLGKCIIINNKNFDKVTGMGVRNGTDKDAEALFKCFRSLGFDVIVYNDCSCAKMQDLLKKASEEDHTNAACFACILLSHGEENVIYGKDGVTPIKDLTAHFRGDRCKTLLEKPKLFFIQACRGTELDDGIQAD
# Target sequence (P55210 207-303 limits assumed): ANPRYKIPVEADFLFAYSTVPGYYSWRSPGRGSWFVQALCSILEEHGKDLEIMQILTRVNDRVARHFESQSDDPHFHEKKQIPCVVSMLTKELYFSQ
# Pol III holo inh – inhibitors of bacterial DNA polymerase III holoenzyme; 71,000 tested, 0.25% active; AID 603; Potency, µM (titrated, usually from 57.1 µM), for the others: at the top dose activity change, negative = inhibition; reconstituted DNA polymerase III holoenzyme replication, biochemical; also: potency is read from the fitted curve at half-maximal effect; % is scaled to controls: 0 for no effect and ±100 for the full control effect
#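 Reconstituted *E. coli* holoenzyme (0.35 nM Pol III, 1 nM beta, 154 nM SSB, 2 nM primase) was preincubated with compound for 15 min at RT. Synthesis on 1.4 nM ssM13Gori ran 35 min, then was stopped with PicoGreen/EDTA and read as dsDNA fluorescence.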
# Starred values were filed as active, the others as inactive; i = inactive; ? = inconclusive; · = not tested or not shown; [ ] = dose if it differs, or a comment. Unless noted, calls follow the shape of the dose curve; as a rule, active = well fitted curve in the direction sought with a large enough effect; inconclusive = small, poorly fitted or top-dose-only effect, or another doubt; inactive = no such curve, though single readings can be large; an effect the other way counts as inactive or inconclusive.
# A first look (2 entries):
SMILES,Casp1 inh,HADH2 inh,15-hLO inh,Tau fil binding,USP2a inhib,HEK293 cAMP cs,BRCT inh red,Rhodamine autofl,BRCT PPI green,Caspase-7 inhib,Pol III holo inh
CCCCCCn1c2c(c(=N)c3c1CCC3)CCC2,-3%,0%,-26%,12%,6%,27%,-0.2%,i,-0.7%,-1%,-2%
COC(=O)/C=C\CCc1coc(/C=C\CNC(=O)OC)n1,2%[11.5 µM],-9%[11.4 µM],-8%[11.4 µM],·,·,1%[11.4 µM],-0.8%[15.4 µM],·,-2.1%[15.4 µM],2%[11.5 µM],·

# All compounds of this part, previewed entries included:
SMILES,Casp1 inh,HADH2 inh,15-hLO inh,Tau fil binding,USP2a inhib,HEK293 cAMP cs,BRCT inh red,Rhodamine autofl,BRCT PPI green,Caspase-7 inhib,Pol III holo inh
CCCCCCn1c2c(c(=N)c3c1CCC3)CCC2,-3%,0%,-26%,12%,6%,27%,-0.2%,i,-0.7%,-1%,-2%
COC(=O)/C=C\CCc1coc(/C=C\CNC(=O)OC)n1,2%[11.5 µM],-9%[11.4 µM],-8%[11.4 µM],·,·,1%[11.4 µM],-0.8%[15.4 µM],·,-2.1%[15.4 µM],2%[11.5 µM],·
CCOc1ccc(C(=O)N(Cc2ccc(N(C)C)cc2)C2CCS(=O)(=O)C2)cc1 (stereo not drawn),-2%,-3%,-2%,-9%,6%,4%,0.1%,i,-2.2%,-1%,-1%
CC(C)(C)OC(=O)NCC(=O)N1CCC(C(=O)O)CC1,0%,2%,10%,1%,3%,-3%,1.3%,i,-2.6%,2%,2%
COC(=O)C/C=C\[C@@H](C)[C@@H](/C=N\O[C@@H]1O[C@H](COC(C)=O)[C@@H](OC(C)=O)[C@H](OC(C)=O)[C@H]1OC(C)=O)NS(=O)(=O)c1ccc(C)cc1,0%[11.5 µM],6%[11.4 µM],6%[11.4 µM],·,·,-1%[11.4 µM],1.7%[15.4 µM],·,0.0%[15.4 µM],1%[11.5 µM],·
O=C1N=C(c2ccccc2)C(c2ccccc2)N1 (stereo not drawn),-1%,3.2µM*,2%[11.4 µM],-8%[11.4 µM],-9%[7.66 µM],2%[11.4 µM],-0.3%,·,-1.7%,1%,-6%[11.4 µM]
Cc1ccc(CCNC(=O)c2nnn(-c3cccc(C)c3)c2N)cc1,-4%,-1%,-27%,-3%,-14%,5%,-0.5%,i,-0.6%,-2%,2%
O=C(CSc1nc2ccccc2c2nc3ccccc3n12)NCc1ccco1,-2%,9%,-15%,103%,-9%,16%,-0.1%,i,-0.2%,0%,0%
COc1ccc(C(=O)CSc2nnc(C(CO)NC(=O)c3ccc(OC)cc3)n2C)cc1 (stereo not drawn),-2%,4%,-1%,2%,20%,12%,-3.2%,i,1.2%,-1%,-5%
CC(C)CC(=O)Nc1c2c(nn1-c1ccc(F)cc1)CSC2,-2%,-2%,-15%,0%,·,?,0.0%,·,-1.4%,-4%,-7%
CCOC(=O)c1cnc2c(C)cccc2c1NCc1ccco1,-5%,-5%,-1%,22%,-1%,25µM*,-1.0%,·,1.6%,-1%,-11%
O=C(Cn1c(=O)oc2ccccc21)NC(=O)NCc1ccco1,1%,8%,3%,9%,5%,0%,0.7%,i,-4.1%,-2%,-2%
N[C@@H](C(=O)O)[C@@H]1C[C@H]1C(=O)O,·,-7%,·,8%,·,6%,·,i,·,·,1%
COC(=O)c1ccc(NC(=O)CN2CCOCC2)cc1,-1%,10%,10%,-5%,3%,6%,-0.1%,i,-1.5%,2%,-3%
CSc1nnc(CNC(=O)c2ccccc2)n1-c1ccc(F)cc1,-2%,7%,-1%,9%,·,-2%,-0.3%,·,-1.5%,2%,-1%
CCOC(=O)C1CCN(C(=O)CS(=O)Cc2nc(-c3ccc(C)cc3)oc2C)CC1 (stereo not drawn),0%,-6%,3%,0%,·,-6%,0.2%,·,-1.7%,-4%,4%
COc1ccc(-c2nnc3sc(CCN4C(=O)c5ccccc5C4=O)nn23)cc1,0%,?,-6%,-14%,45%[activator],4%,-0.4%,i,-0.8%,-1%,0%
O=C(CCc1nc(-c2ccccc2)no1)N1CCCC1,3%,-23%,7%,-3%,23%,9%,-0.2%,i,-0.2%,-1%,-5%
CCC(=O)Nc1ccc2nc(C3CC3)n(Cc3ccccc3)c(=O)c2c1,-2%,-22%,6%,-2%,-2%,-7%,-0.2%,i,-2.9%,-2%,-6%
O=C1CC(c2ccco2)CC2=C1C1c3ccccc3C(=O)N1c1ccccc1N2 (stereo not drawn),-1%,3%,-1%,43%,22%,4%,0.4%,·,2.8%,-7%,-8%
Cc1cc(C(c2nnnn2Cc2ccccc2)N2CCOCC2)c(C)n1-c1ccc2c(c1)OCO2 (stereo not drawn),-6%,-11%,?,-28%,·,?,-0.4%,i,-2.3%,-2%,-2%
COc1ccc(NC(=O)C(CC(=O)O)Cc2ccccc2)cc1 (stereo not drawn),1%,12%,0%,1%,-1%,-1%,-0.1%,·,-1.6%,1%,-5%
O=C1c2ccccc2C(Nc2ccc3nc(-c4cccnc4)[nH]c3c2)N1Cc1ccco1 (stereo not drawn),-7%,41%[activator],-9%,7%,·,-2%,-2.5%,·,-1.8%,0%,-7%
CN(C1CCCCC1)S(=O)(=O)c1ccc2c(c1)c(=O)c(C(=O)NCCCN1CCCC1)cn2C,0%,-17%,-27%,45%,·,2%,-1.8%,·,4.4%,-2%,0%
Cc1cccc(CCNS(=O)(=O)c2ccc3c(c2)oc(=O)n3C)c1,0%,1%,4%,-7%,10%,20%,0.6%,i,0.5%,-1%,-6%
# Going on with the list.
SMILES,Casp1 inh,HADH2 inh,15-hLO inh,Tau fil binding,USP2a inhib,HEK293 cAMP cs,BRCT inh red,Rhodamine autofl,BRCT PPI green,Caspase-7 inhib,Pol III holo inh
CC1Cc2ccccc2N1C(=O)Cn1c(=O)oc2cc(S(=O)(=O)NC3CCCC3)ccc21 (stereo not drawn),-4%,3%,-6%,41%,·,-3%,-0.6%,·,2.1%,-1%,5%
COC(=O)CSc1nnc(CNS(=O)(=O)c2ccc(C)cc2)n1C,0%,4%,20%,-13%,3%,1%,0.3%,i,-3.3%,0%,-5%
CCS(=O)(=O)Nc1c(C(=O)OC)[nH]c2ccccc12,1%,-21%,3%,-6%,-4%,-1%,-0.4%,i,-1.8%,-1%,-10%
COc1ccc(C2C(C(=O)c3sc(C)nc3C)=C(O)C(=O)N2CCN(C)C)cc1 (stereo not drawn),-1%,-1%,0%,1%,-2%,4%,0.7%,i,-0.9%,-2%,-6%
COc1ccc(NC(=O)CN(c2cccc(F)c2)S(C)(=O)=O)cc1OC,0%,3%,8%,10%,0%,?,0.1%,i,-1.3%,1%,-8%
COCCCNC(=O)c1ccc(NS(C)(=O)=O)cc1,0%,-11%,5%,0%,-10%,3%,2.1%,i,0.9%,-2%,-2%
COc1ccc(-c2cc(C(=O)NC3CCCC3)no2)cc1OC,0%,18%,-1%,12%,6%,2%,0.5%,i,-0.6%,1%,-6%
COc1ccc(C)cc1-n1nnnc1SCC(=O)c1cc(C)n(Cc2ccco2)c1C,-3%,8%,7%,10%,21%,16%,0.3%,i,0.7%,-4%,0%
Cc1cccc2cc(C(c3nnnn3CC3CCCO3)N3CCCc4ccccc43)c(=O)[nH]c12 (stereo not drawn),-7%,2%,-8%,-7%,26%,-2%,-0.2%,i,-0.1%,-5%,-6%
CCc1nc(SCC(=O)NCCc2ccccc2)n[nH]1,-1%,0%,10%,-4%,3%,-2%,-1.7%,i,0.4%,2%,-3%
CCOC(=O)c1ccc(CSc2n[nH]c(C)n2)o1,-2%,-3%,3%,8%,2%,2%,-1.2%,·,-0.7%,0%,-8%
O=C1OC(Nc2ccc(F)cc2F)c2ccccc21 (stereo not drawn),0%,-7%,11%,4%,0%,1%,-0.2%,i,-5.0%,1%,1%
CCn1nc(NC(=O)c2ccncc2)c2cc3cc(C)ccc3nc21,?,-8%,-3%,-28%,7%,-1%,1.8%,i,-0.1%,-13%,-9%
COc1ccc(-c2cc(=O)c3c(OC(C)=O)cc(OC(C)=O)cc3o2)cc1,-6%,·,6%,·,-15%,·,1.6%,·,-1.9%[3.08 µM],-12%,·
CCOC(=O)C(C(=O)OCC)C(=O)c1cc(OC)c(OC)c(OC)c1,3%,5%,7%,-12%,-7%,2%,0.1%,i,0.1%,5%,-1%
CC(=O)Nc1ccc2oc(-c3cc(F)c(F)cc3Cl)nc2c1,-1%,155%[activator],6%,10%,15%,0%,-1.7%,i,0.2%,-1%,-5%
CCOC(=O)CCn1c(=O)c2c(nc(Br)n2Cc2ccccc2)n(C)c1=O,-1%,13%,-4%,8%,3%,25%,-0.1%,i,2.3%,1%,-5%

# Some of the compounds tested; count on the stated rates, not on these rows.
